hERG WT inh = KCNH2 (human, wildtype) channel inhibition. activity change, % at 1.84 µM. U2OS, BacMam KCNH2, thallium flux FluxOr; hits give low values. AID 720551. hit rate 0.37% among 340,000;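 active means maximum activity change below -70%; inconclusive means maximum activity change between -70% and -50%; inactive means maximum activity change above -50%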
Target sequence (Q12809 whole entry, looked up): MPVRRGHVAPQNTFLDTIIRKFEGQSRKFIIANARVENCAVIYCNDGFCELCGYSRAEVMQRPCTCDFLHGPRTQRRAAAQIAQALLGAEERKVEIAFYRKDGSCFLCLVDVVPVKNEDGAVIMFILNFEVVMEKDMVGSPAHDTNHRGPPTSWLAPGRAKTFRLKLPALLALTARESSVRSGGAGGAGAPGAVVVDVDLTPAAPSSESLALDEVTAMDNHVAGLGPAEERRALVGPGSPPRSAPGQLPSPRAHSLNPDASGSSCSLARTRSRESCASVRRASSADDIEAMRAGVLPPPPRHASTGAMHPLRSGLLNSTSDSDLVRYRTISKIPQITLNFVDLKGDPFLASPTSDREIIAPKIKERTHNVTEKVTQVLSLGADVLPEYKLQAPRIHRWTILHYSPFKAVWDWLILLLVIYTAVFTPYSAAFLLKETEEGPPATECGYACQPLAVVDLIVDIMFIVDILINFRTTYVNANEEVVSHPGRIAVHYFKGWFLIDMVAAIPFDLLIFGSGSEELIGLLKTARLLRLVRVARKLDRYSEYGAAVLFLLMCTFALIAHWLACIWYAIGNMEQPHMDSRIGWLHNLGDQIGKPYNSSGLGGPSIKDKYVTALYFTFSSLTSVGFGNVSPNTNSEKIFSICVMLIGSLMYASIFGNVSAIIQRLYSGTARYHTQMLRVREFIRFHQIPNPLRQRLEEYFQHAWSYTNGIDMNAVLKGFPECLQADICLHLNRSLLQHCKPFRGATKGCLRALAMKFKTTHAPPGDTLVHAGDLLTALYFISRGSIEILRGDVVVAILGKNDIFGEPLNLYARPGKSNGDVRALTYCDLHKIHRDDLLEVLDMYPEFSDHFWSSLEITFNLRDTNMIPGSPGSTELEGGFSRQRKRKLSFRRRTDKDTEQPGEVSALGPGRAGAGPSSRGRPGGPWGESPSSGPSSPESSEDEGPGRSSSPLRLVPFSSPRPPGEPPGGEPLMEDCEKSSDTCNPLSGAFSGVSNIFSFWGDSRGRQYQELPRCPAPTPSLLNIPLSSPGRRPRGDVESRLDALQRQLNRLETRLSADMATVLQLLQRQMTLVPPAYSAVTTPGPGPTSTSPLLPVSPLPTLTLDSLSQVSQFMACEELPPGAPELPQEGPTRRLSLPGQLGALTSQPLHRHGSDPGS
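U2OS cells transduced with wild-type KCNH2 virus are loaded with FluxOr dye for 45 min, and thallium flux is measured in kinetic reads before and after stimulation buffer. Rate constants are normalized to DMSO controls.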
KCNH2 3.1 inh = blocks the human KCNH2 3.1 channel isoform | hit rate 0.95% among 340,000 | U2OS KCNH2 3.1, thallium flux FluxOr; hits give low values | activity change, % (tested at about 1.8 µM);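 active means maximum activity change below -70%; inconclusive means maximum activity change from -70% to -50%; inactive means maximum activity change above -50%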;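 further: thallium influx rate constant from kinetic fluorescence after stimulation buffer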
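Virally transduced U2OS (3.1 isoform, 4 h infection in dark at RT) → overnight 37 C → FluxOr + Red40 in HBSS/HEPES, 45 min → stimulation buffer, 2 min kinetic read → rate constant vs DMSO controls.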
Active calls of the source: *; ? = inconclusive. On the % scale 0 is the no-effect control and ±100 the full control effect.

The first 2 compounds as a preview:
Results follow in this order: hERG WT inh | KCNH2 3.1 inh
CCCCCCN1C[C@@H](n2cc(COC(=O)c3ccccc3)nn2)[C@H](O)C[C@@H]1c1ccc(Cl)cc1
    6 | 0
O=C(O)CC(C(=O)O)C(=Cc1ccccc1)c1ccccc1 (stereo not drawn)
    -13 | -7

All compounds of this part (from the top)
Results follow in this order: hERG WT inh | KCNH2 3.1 inh
CCCCCCN1C[C@@H](n2cc(COC(=O)c3ccccc3)nn2)[C@H](O)C[C@@H]1c1ccc(Cl)cc1
    6 | 0
O=C(O)CC(C(=O)O)C(=Cc1ccccc1)c1ccccc1 (stereo not drawn)
    -13 | -7
COC(=O)c1ccc(CNC(=O)COC(=O)CNS(=O)(=O)c2ccc(C)cc2)cc1
    13 | -13
CN(Cc1ccccc1C(F)(F)F)C(=O)C1CCC(=O)N(CC2CCCCC2)C1 (stereo not drawn)
    -8 | 3
O=C(O)CSC1CC(=O)N(c2ccc(F)cc2)C1=O (stereo not drawn)
    -11 | -14
C[C@@H]1CCCCO[C@@H](CN(C)Cc2ccc(C(F)(F)F)cc2)[C@@H](C)CN([C@H](C)CO)C(=O)c2cc(N(C)C)ccc2O1
    1 | -9
Cc1ccc(S(=O)(=O)NNC(=O)C23CCC(CC2)C3)cc1
    8 | 5
CC1(C)NC(=O)N(CC(=O)Nc2ccc(-c3ccccc3)cc2)C1=O
    -13 | -11
CCN1CCN(c2ccc(S(=O)(=O)N3CCOCC3)cc2NC(=O)c2cc(F)c(F)c(F)c2F)CC1
    30 | -6
COc1ccc(C(=O)N/N=C/c2ccccn2)cc1
    4 | -2
CC(NC(=O)COC(=O)c1ccccc1O)c1ccccc1 (stereo not drawn)
    0 | 10
Cc1cc(C(=O)N2CCCC(Nc3ccc(C)c(C)c3)C2)nc(C)n1 (stereo not drawn)
    15 | -11
NC(=S)NN=Cc1nccc2c(C(F)(F)C(F)(F)C(F)(F)F)cccc12
    -2 | -3
CCc1cc(-c2cnnn2Cc2ccc3ccccc3c2)ccc1-c1cn(CC(C)C)nn1
    2 | -2
COc1ccc(C(=O)N[C@H](C(=O)Nc2cccc(S(=O)(=O)N3CCOCC3)c2)C(C)C)cc1
    16 | 8
CC1=C(C(=O)N2CCOCC2)CC(CC(=O)NCc2ccco2)C(=O)N1Cc1ccc(F)cc1 (stereo not drawn)
    -10 | -24
Cn1c2nc(=O)n(-c3ccccc3)c(=O)c-2nc2c1CCCC2
    1 | 10
Cc1ccc(-c2ccc(CN3C(C)C(=O)N(Cc4cn(CC5CCCCC5)nn4)CCS3(=O)=O)cc2)cc1 (stereo not drawn)
    -2 | 28
COc1ccc(C(=O)OCC(=O)Nc2cc(C)on2)cc1F
    3 | -1
CCCCCC(=O)N1C[C@H](n2cc(COC(=O)c3ccccc3)nn2)[C@@H](O)C[C@@H]1c1ccc(OC)cc1
    11 | -2
COCOCCn1cc(CN2CCS(=O)(=O)N(Cc3ccc(-c4ccc(Cl)nc4)cc3)C(C)C2=O)nn1 (stereo not drawn)
    ? | 11
CS(=O)(=O)N(CC(=O)N1CCOCC1)c1cccc(Cl)c1
    -9 | 13
Cn1ncc2c1NC(c1ccc(F)cc1)SCC2=O (stereo not drawn)
    18 | 3
COc1ccc(CC(=O)Nc2ccc3c(c2)OC2(CCCC2)O3)c(OC)c1
    22 | -1
Nc1ccn([C@@H]2O[C@H](CNCc3ccc(C#CCCO)cc3)[C@@H](O)[C@H]2O)c(=O)n1
    -6 | 4
Cc1nn(CC(=O)Nc2cccc(O)c2)c(=O)c2ccccc12
    -5 | 2
CC(C)(C)c1ccc(C(=O)OCC(=O)Nc2cccc(S(=O)(=O)NC3=NCCC3)c2)cc1
    -7 | -2
COc1ccc(CNC(=O)CCCn2c(=O)c3cccn3c3cccnc32)cc1
    -4 | -2
Cc1ccsc1C(=O)OCC(=O)Nc1cccc(S(=O)(=O)N2CCCCC2)c1
    20 | 8
CN1C(=O)[C@H]2[C@@H](c3ccc(C(F)(F)F)cc3)N[C@]3(CCCN(Cc4ccc(C(F)(F)F)cc4)C3=O)[C@H]2C1=O
    -5 | -2
CN(C)c1ccc(CNc2nc3ccccc3n2C)cc1
    -20 | -6
Clc1ccc(-c2nc3ccc(Br)cn3c2Cc2ccccc2)cc1
    -5 | -5
O=C1NC(Cc2ccc(O)cc2)c2nc3cc(F)c(F)cc3c(=O)n2-c2ncccc21 (stereo not drawn)
    -3 | -15
O=Nc1c(-c2ccccc2)n(O)[n+]([O-])c1-c1ccccc1
    2 | 3
Cc1ccc(N2CC(C(=O)NC3CCCCCC3)CC2=O)cc1 (stereo not drawn)
    4 | 2
O=C(Nc1c2c(nn1-c1ccccc1)CS(=O)(=O)C2)c1ccc(Br)o1
    7 | 12
C[C@H](NC(=O)c1ncn2c1C(=O)NC[C@H]2C)C(=O)OC(C)(C)C
    6 | 21
COC(=O)C[C@H]1C[C@H]2c3cc(NC(=O)C4CCOCC4)ccc3O[C@H]2[C@@H](CO)O1
    -3 | 1
Cc1n[nH]c(=O)n(N=Cc2cccs2)c1=O
    -8 | 0
CCN(CC)C(=O)C1=C(C)N(CCCN2CCCC2=O)C(=O)C(CC(=O)NCCCCc2ccccc2)C1 (stereo not drawn)
    -2 | -2
CC(NC(=O)c1cc(COc2ccc(-n3cncn3)cc2)on1)c1ccc(F)cc1 (stereo not drawn)
    -1 | 9
Cc1ccc(Nc2n[nH]c(=S)s2)c(C)c1
    4 | -2
C[C@@H]1CN([C@@H](C)CO)C(=O)CCCn2nncc2CO[C@@H]1CN(C)C(=O)c1cc(-c2ccccc2)on1
    -12 | -7
COc1cc(CC(=O)N2CCN(S(=O)(=O)c3ccc(C(C)C)cc3)CC2)cc(OC)c1OC
    -13 | 4
CNC[C@@H]1OCc2ccccc2-c2c(n(C)c3ccccc23)C(=O)N([C@H](C)CO)C[C@H]1C
    6 | 8

An excerpt of these results, with each value named:
CN(C)c1ccc(CNc2nc3ccccc3n2C)cc1
  hERG WT inh: -20 | KCNH2 3.1 inh: -6
Clc1ccc(-c2nc3ccc(Br)cn3c2Cc2ccccc2)cc1
  hERG WT inh: -5 | KCNH2 3.1 inh: -5
O=C1NC(Cc2ccc(O)cc2)c2nc3cc(F)c(F)cc3c(=O)n2-c2ncccc21 (stereo not drawn)
  hERG WT inh: -3 | KCNH2 3.1 inh: -15

The list goes on:
Results follow in this order: hERG WT inh | KCNH2 3.1 inh
CN1OC[C@@H]2CN[C@H](c3cccc(Oc4ccccc4)c3)C[C@@H]21
    -6 | 0
Cc1cccc(NC(=O)COc2cccc3c2CCNC3=O)c1
    3 | 15
Nc1ccc(Nc2ccncc2)cc1
    -5 | 13
C[C@@H]1CCCCO[C@H](CN(C)C(=O)Nc2cccc3ccccc23)[C@@H](C)CN([C@H](C)CO)C(=O)c2cc(N(C)C)ccc2O1
    -5 | -14
COC(=O)C(Sc1ccc(Cl)cc1)C1SC(=S)N(Cc2ccccc2)C1=O (stereo not drawn)
    15 | 25
CC(C)COC(=O)N(C)C[C@@H]1OCc2cn(nn2)CCCC(=O)N([C@@H](C)CO)C[C@H]1C
    -8 | -2
Cc1ccc(C(=O)C=Cc2ccc3c(c2)OCO3)c(C)c1
    -13 | -5
C[C@H]1CN([C@@H](C)CO)S(=O)(=O)c2ccc(-c3cncnc3)cc2O[C@H]1CN(C)C(=O)NC1CCCC1
    0 | 55
CCOCCCNC(=O)c1ccc(CN2CCc3ccccc3C2)cc1
    6 | -5
COc1ccc(Br)c(C=O)c1OS(=O)(=O)c1ccc(C)cc1
    -13 | -2
Cc1cc(C)c2c(=O)n3c(nc2c1)C(Cc1ccc(O)cc1)NC(=O)c1cc2ccccc2cc1-3 (stereo not drawn)
    -2 | 1
C[C@H](O)C#Cc1ccc2c(c1)O[C@@H](CN(C)Cc1ccc(-c3ccccc3)cc1)[C@H](C)CN([C@@H](C)CO)S2(=O)=O
    8 | -28
Cc1ccc(C)c(NC(=O)CN2C(=O)C3CC=CCC3C2=O)c1 (stereo not drawn)
    -12 | -3
CCOC(=O)c1c(C)[nH]c(C(=O)OC(C)C(=O)Nc2ccc(C)cc2)c1C (stereo not drawn)
    4 | 9
O=C(c1ccc(CS(=O)Cc2ccc(Cl)cc2)o1)N1CCN(C2CCCCC2)CC1 (stereo not drawn)
    -11 | -9
CN1CCN(CCNC(=O)c2ccc(CS(=O)c3ccc(Br)cc3)o2)CC1 (stereo not drawn)
    -2 | 5
C#CCN(C[C@H]1[C@H](OC(=O)Nc2c(C)noc2C)[C@H](OC(=O)Nc2c(C)noc2C)C[C@H]2C(=O)N(c3ccccc3)C(=O)[C@@H]12)S(=O)(=O)c1ccc(C)cc1
    -4 | -4
CN(Cc1c(F)cccc1Cl)C(=O)COC(=O)Cn1cnc2ccccc2c1=O
    3 | 3
COc1cc(C=NC2CCCCC2)ccc1O
    3 | -8
Cc1ccc(/C=C/C(=O)OCC(=O)N(C)c2c(N)n(Cc3ccccc3)c(=O)[nH]c2=O)o1
    -13 | -6
COc1ccc([C@H]2C[C@@H](n3cc(C4CC4)nn3)[C@H](O)CN2C(=O)C2CCCCC2)cc1
    -15 | -3
C[C@H]1CN([C@@H](C)CO)C(=O)CCCn2nncc2CO[C@H]1CN(C)S(=O)(=O)c1ccccc1F
    -2 | 4
CN(CC(=O)Nc1ccc(F)cc1)C(=O)c1ccc(-c2ccc(F)cc2)o1
    5 | 13
O=C(COC(=O)/C=C/c1ccccc1Cl)NC1CC1
    1 | 2
OCC[C@@H]1C[C@H](O)[C@@H](O)[C@@]2(OCc3cc(Cl)ccc32)O1
    31 | 5
CNCc1cc(C)n(-c2cc(S(=O)(=O)N3CCOCC3)ccc2N2CCCC2)c1C
    4 | 3
Cc1cc(CN(Nc2ccccc2)c2ccccc2)cc(C)n1
    14 | -1
CCOC(=O)C1CCN(C(=O)c2sc3ncn(CC(=O)N4CCCCC4)c(=O)c3c2C)CC1
    -12 | 5
C[C@@H]1CN([C@H](C)CO)C(=O)CCCn2nncc2CO[C@H]1CN(C)S(=O)(=O)c1ccc2c(c1)OCCCO2
    -7 | 0
COc1ccc(NC(=O)c2nc[nH]c2C(=O)N(C)CCO)cc1
    -6 | -20

Later entries.
SMILES	hERG WT inh	KCNH2 3.1 inh
Cc1ccc(Cc2c(-c3ccc(F)cc3)nc3ccc(Cl)cn23)cc1	-6	1
COc1cc(OC)cc(C(=O)NNC(=O)C2CCC2)c1	13	-5
C[C@@H]1CN([C@H](C)CO)C(=O)CCCn2nncc2CO[C@@H]1CN(C)S(=O)(=O)c1ccc(C#N)cc1	4	-9
O=C1NC(c2ccc3ccccc3c2)Nc2ccccc21 (stereo not drawn)	24	18
COc1ccc(C2C3=C(CCCC3=O)N(CC(=O)O)C3=C2C(=O)CCC3)cc1Br	-2	3
CN1CCN(c2ccc(S(=O)(=O)N3CCCCC3)cc2NC(=O)CSC(C)(C)C)CC1	-38	8
COc1ccc(-c2cnc3c(c2)C(=O)N([C@H](C)CO)C[C@@H](C)[C@H](CN(C)Cc2ccccc2)O3)cc1	-11	?
Cc1cccc(NS(=O)(=O)c2ccc(S(=O)(=O)N3CCCC3)cc2)c1	-10	11
CC1CCN(C(=O)c2ncn3c2c(=O)[nH]c2ccc(Br)cc23)CC1	1	13
Cc1ccc(S(=O)(=O)N2C[C@H]3n4c(=O)ccc(=O)n4C[C@H](OC(=O)NCc4ccco4)[C@@]3(O)C2)cc1	-3	0
O=C(c1ccncc1)N1CCN(c2cc(-c3ccccc3)nc3cc(-c4cccc(Cl)c4)nn23)CC1	-3	18
CC1C(=O)N(Cc2cn(CCC3OCCO3)nn2)CCS(=O)(=O)N1Cc1ccc(-c2ccc(F)nc2)cc1 (stereo not drawn)	13	-12
CCOc1ccc(NC(=O)c2ccc3c(c2)N(C)CCS3)cc1	-16	-1
CN[C@H]1C[C@H]2c3[nH]c4ccc(-c5cccc(C)c5)cc4c3CCN2C[C@H]1[C@H](C)O	-2	-32
COC(=O)C[C@@H]1C[C@H]2c3cc(NC(=O)C4CCC4)ccc3O[C@H]2[C@@H](CO)O1	-2	-11
Cc1nn2c(=O)[nH]cnc2c1Cl	10	-6
O=C(Nc1ccc(Br)cc1F)c1nc[nH]c1C(=O)N1CCc2ccccc2C1	1	2
O=C1OC(c2cccc3c(F)cccc23)c2ccccc21 (stereo not drawn)	5	8
C[C@@H]1CCCCO[C@H](CN(C)C(=O)c2ccncc2)[C@H](C)CN([C@@H](C)CO)C(=O)c2cc(NC(=O)c3ccccc3)ccc2O1	-10	-12
COc1ccccc1-c1cnc2c(c1)C(=O)N([C@@H](C)CO)C[C@@H](C)[C@H](CN(C)C(=O)c1cccnc1)O2	-21	-11
CCC(=O)N(c1nnc(SCC(=O)Nc2sccc2C(N)=O)s1)C1CC1	-11	1
COCCCC1CCN(C(=O)C2CCC(=O)N(CCCc3ccccc3)C2)CC1 (stereo not drawn)	-25	-3
COc1ccc(-c2ccccc2C2=CC(=O)CC(C)(C)C2=O)cc1	1	2
NNc1cc2c(nn1)CCN(C(=O)c1ccccc1)C2	1	0
COc1cc2c(c(OC)c1OC)-c1ccc(NCc3ccccc3)c(=O)cc1C(NC(C)=O)CC2 (stereo not drawn)	-5	0
N#CCCN(Cc1cccnc1)CN1C(=O)c2ccccc2C1=O	-5	-4
COc1cc(C(=S)N2CCOCC2)cc(OC)c1OC(=O)c1ccccc1Cl	34	-3

High-throughput results from PubChem.

Not all compounds are listed; rates above refer to the full screens.
